M4 antag: antagonists of human muscarinic M4 receptor (CHRM4); AID 624125; 0.73% of 360,000 active; P08173; CHO-hM4 cells, ACh EC80, Fluo-8 calcium fluorescence; inhibition, % at 3 µM;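 active = inhibition above its plate's cutoff, the mean inhibition of sample wells plus 3 SD, cut at about 27% in these data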;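 also: 0% = acetylcholine EC80 with DMSO and 100% = DMSO without agonist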
Target sequence (P08173 whole entry, looked up): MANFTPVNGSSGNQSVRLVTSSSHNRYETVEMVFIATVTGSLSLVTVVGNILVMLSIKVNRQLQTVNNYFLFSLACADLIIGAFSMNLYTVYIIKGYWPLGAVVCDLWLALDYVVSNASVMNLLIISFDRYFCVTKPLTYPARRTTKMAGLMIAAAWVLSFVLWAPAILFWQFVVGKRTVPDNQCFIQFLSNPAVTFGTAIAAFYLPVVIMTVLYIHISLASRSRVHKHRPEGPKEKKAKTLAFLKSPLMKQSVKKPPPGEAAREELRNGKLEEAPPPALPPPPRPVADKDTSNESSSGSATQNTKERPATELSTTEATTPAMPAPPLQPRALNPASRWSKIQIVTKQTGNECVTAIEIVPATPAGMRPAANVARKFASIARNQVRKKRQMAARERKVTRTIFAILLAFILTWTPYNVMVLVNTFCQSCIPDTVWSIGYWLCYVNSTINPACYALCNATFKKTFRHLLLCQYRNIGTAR
M1 antag: antagonists of human M1 muscarinic receptor; P11229; CHO-K1 hM1, Fluo-8 calcium fluorescence, ACh EC80 antagonist; inhibition, % at 3 µM; 1.3% of 360,000 active;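 active = percent inhibition above its own plate's cutoff, namely the mean of that plate's compound wells plus 3 SD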;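 also: peak over basal fluorescence ratio during 140 s after agonist addition; 0% = ACh EC80 plus DMSO and 100% = DMSO alone without agonist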
CRFBP-R2 agonist: CRF-BP/CRF-R2 complex agonism | HEK293 CRF-R2/CRF-BP, calcium dye fluorescence (FLIPR); percent of saturating CRF peptide response | activation, % at 13.2 µM | 0.46% of 350,000 active;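 active = activation of at least 50%, plus an integration ratio under a set limit after plate pattern correction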;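 also: plate controls were neutral control wells without compound for no effect and CRF at EC100 for full effect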
CHRM5 agonist: agonists of human muscarinic M5 receptor (CHRM5) | activation, % at 3 µM | CHO-K1 hM5 cells, Fluo-8 calcium fluorescence; 0% DMSO wells, 100% maximal acetylcholine response | 0.19% of 360,000 active;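 active = activation above the run's mean over test compounds plus 3 SD, cut at about 23% in these data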;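 also: signal is peak over basal fluorescence ratio across the kinetic read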
CHRM4 PAM: potentiates acetylcholine response at human M4 receptor | CHO-K1 hM4/Gqi5, Fluo-8 calcium fluorescence, ACh EC20; 0% = ACh EC20, 100% = maximal ACh | 0.4% of 360,000 active | AID 624126 | activation, % at 3 µM | P08173;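 active = activation above its plate's cutoff, the mean activation of sample wells plus 3 SD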; also: some results filed as inactive read as strong as hits
CHRM5 antagonist: CHRM5 antagonism in calcium assay; 0.59% of 360,000 active; CHO-hM5 cells, Fluo-8 calcium fluorescence, ACh EC80; P08912; inhibition, % at 3 µM; AID 624040;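 active = inhibition above a per-plate cutoff, the mean of that plate's test compounds plus 3 SD, cut at about 27% in these data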;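 also: 0% = acetylcholine EC80 with DMSO and 100% = DMSO without agonist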
M4 ag: CHRM4 agonism in calcium assay; activation, % at 3 µM; 0.14% of 360,000 active; P08173; CHO-K1 hM4/Gqi5, Fluo-8 calcium fluorescence; vehicle 0%, full acetylcholine response 100%; AID 624127;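 active = activation above the run mean over all test wells plus 3 SD, cut at about 32% in these data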;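 also: peak over basal fluorescence ratio per well then scaled between controls; 0% = DMSO wells and 100% = acetylcholine at EC100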
M1 PAM: positive allosteric modulators of human M1 muscarinic receptor. P11229. 0.088% of 360,000 active. activation, % at 3 µM. CHO-K1 hM1, Fluo-8 calcium fluorescence, ACh EC20; 0% = ACh EC20, 100% = maximal ACh. AID 588819; in the data active = activation above about 19%, passing the limit was not always enough
CHRM5 PAM: potentiates acetylcholine response at human M5 receptor; P08912; 0.3% of 360,000 active; CHO-K1 hM5, Fluo-8 calcium, ACh EC20 PAM; 0% = ACh EC20, 100% = ACh EC100; activation, % at 3 µM;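 active = activation above the run cutoff, the mean activation of all test compounds plus 3 SD, cut at about 18% in these data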
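Measured by: Fluo-8 calcium fluorescence; material: human M5 receptor in CHO-K1 cells; schedule: Post-acetylcholine fluorescence recording 140 s; benchmarks: low control EC20 acetylcholine (0%), high control EC100 acetylcholine (100%); read-out: Max/basal fluorescence ratio as % of EC20–EC100 ACh window; compound: single dose, 3 µM nominal final test concentration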
Active calls of the source: *; . = no result given.

M4 antag	M1 antag	CRFBP-R2 agonist	CHRM5 agonist	CHRM4 PAM	CHRM5 antagonist	M4 ag	M1 PAM	CHRM5 PAM	molecule
-12	.	.	4	6	-11	10	.	-5	COc1ccc(C(=O)c2[nH]c(N)c(C(N)=O)c2-c2ccc(OC)c(OC)c2)cc1
-6	7	-2.4	1	8	5	1	4	-5	CCONc1ncnc2nonc12
-4	-12	-1.6	1	3	1	4	14	2	O=C(Cn1c(-c2cscn2)nc2ccccc21)Nc1ccc2ccccc2c1
-18	2	-1.3	-8	14	-3	2	-4	6	O=C(NCCc1ccccc1)C1CCN(c2ncccn2)CC1
1	-9	-0.4	2	1	0	1	6	-6	COC(=O)c1ccccc1NC(=O)CSc1nnc(COc2cccc(OC)c2)n1C
-25	-5	0.3	0	-4	-16	7	-1	-4	O=C1NCCNC(=O)c2ccccc2OCCOc2ccccc21
7	11	-0.2	-1	-4	-5	0	-3	-2	CC(=O)N1CCC(N(CCN2CCOCC2)C(=S)Nc2cc(C)ccc2C)CC1
3	-10	1.2	1	-1	5	2	5	-9	COc1ccc(CN(C)C(=O)COc2cccc(-n3cnnn3)c2)cc1OC
-1	-8	-0.3	-2	5	6	3	5	-8	Cc1cccc(NC(=O)CSc2nnnn2-c2ccc3c(c2)OCCO3)n1
1	-4	-0.8	1	3	-1	0	10	-1	Cc1cccnc1NC(=O)CSc1ccc2c(c1)OCCO2
-8	-7	-0.6	-4	0	8	2	4	-7	O=C(O)c1ccc(OCC(F)(F)F)nc1
12	10	0.3	0	-1	16	1	-4	-2	CC(C)(C)OC(=O)NCc1ccc(CNC(=O)c2[nH]cnc2C(=O)N[C@@H](Cc2ccccc2)C(=O)OC(C)(C)C)cc1
-11	-16	0.0	-3	4	5	2	11	-4	COc1cc(C(CC(=O)Nc2cccc(C)n2)N2Cc3ccccc3C2=O)cc(OC)c1OC (centres undefined)
-7	5	-2.6	6	9	3	2	2	2	O=C(COC(=O)c1ccc(NS(=O)(=O)c2cccs2)cc1O)NCc1ccccc1
-7	-8	-1.0	-3	4	4	1	11	0	COc1ccccc1C(=O)NNC(=O)CCC(=O)NCc1ccccc1
-1	15	-4.3	2	-12	11	22	-9	-20	O=C(Cn1cc(C(F)(F)F)ccc1=O)N/N=C/c1ccc(F)cc1
-2	-4	-0.6	-4	-5	5	1	7	7	CC(=O)c1ccc(-c2ccc(C(=O)N3CCCc4ccccc43)o2)cc1
-6	1	0.2	1	2	-4	0	0	8	C[C@@H]1CN([C@@H](C)CO)C(=O)c2cccc(NS(C)(=O)=O)c2O[C@H]1CN(C)C(=O)Nc1ccc(F)cc1
-18	-3	-1.5	-9	-11	11	1	-3	-3	C=CC#CC[N+]1(CC#Cc2ccccc2)CCOCC1
8	-27	-1.1	0	7	-15	1	18	8	O=C(OCCCN1CCOCC1)c1ccc(O)c(O)c1
-1	-11	-0.2	-3	2	-1	0	6	2	Cc1ccc(N2C(=O)C3C4C=CC(CC4)C3C2=O)cc1Cl (centres undefined)
1	-4	-2.1	3	16	-3	2	13	-3	CC(=O)c1cccc(NC(=O)NCc2cccs2)c1
4	-4	0.0	-1	0	10	4	3	-5	Cc1cc(-n2c(C)cc(C(=O)COc3cc(F)ccc3[N+](=O)[O-])c2C)no1
-1	-2	0.3	3	7	10	0	6	2	COc1ccc(-c2cn(CCC(=O)O)c(-c3ccncc3)n2)cc1
-12	-15	-0.7	-8	11	5	-1	8	-1	COc1ccc(NC(=O)[C@H](C)NC(=O)C2CCN(S(=O)(=O)c3ccc(C)cc3)CC2)cc1

The last 2 entries of the part before are carried over, then new ones follow.
M4 antag	M1 antag	CRFBP-R2 agonist	CHRM5 agonist	CHRM4 PAM	CHRM5 antagonist	M4 ag	M1 PAM	CHRM5 PAM	molecule
-1	-2	0.3	3	7	10	0	6	2	COc1ccc(-c2cn(CCC(=O)O)c(-c3ccncc3)n2)cc1
-12	-15	-0.7	-8	11	5	-1	8	-1	COc1ccc(NC(=O)[C@H](C)NC(=O)C2CCN(S(=O)(=O)c3ccc(C)cc3)CC2)cc1
1	-4	-1.4	0	6	-2	0	2	-1	COC(=O)c1sccc1NC(=O)/C=C/c1c(Cl)cccc1Cl
9	0	-0.7	-4	2	2	1	-1	-3	COc1ccc([N+](=O)[O-])cc1NC(=O)Cc1ccc(Cl)cc1
-4	-8	0.3	-1	-4	-2	0	9	-1	CCCCNC(=O)CCn1nc(-c2ccccc2)ccc1=O
-2	-7	2.3	-2	-7	10	2	5	-9	O=C(NCc1cn(-c2ccccc2)nc1-c1ccccc1)c1cccc([N+](=O)[O-])c1
-8	-10	0.0	-1	7	-3	3	1	4	COc1ccc(CC(=O)N2CC3(C)CC2CC(C)(C)C3)cc1 (centres undefined)
8	-13	-3.6	-1	-8	7	1	7	-2	C/C(=C\c1ccc(N)cc1)c1nc2ccccc2[nH]1
-18	4	5.5	0	2	-1	7	5	-8	COc1cccc(C(C(=O)NC2CCCC2)N(Cc2ccco2)C(=O)c2ccco2)c1OC (centres undefined)
-1	-5	0.8	-4	3	0	1	0	6	O=C(NC(=S)Nc1ccc2[nH]c(=O)[nH]c2c1)c1cc(Br)ccc1Cl
0	-4	-2.3	-2	0	1	0	3	0	NC(=O)C1CCN(C(=O)CSc2ccsc2[N+](=O)[O-])CC1
5	8	0.2	3	-2	-10	1	-4	4	CC1=C(C(=O)N(C)C)CC(CC(=O)NC2CC2)C(=O)N1Cc1ccccc1 (centres undefined)
-7	-6	-0.3	2	1	5	1	7	5	COc1ccc(OCC(=O)NCCCNC(=O)COc2ccc(OC)cc2)cc1
-6	-11	-1.6	-2	-3	1	4	9	-2	COc1ccc(CCNC(=O)CN2CCN(c3cccc(C(F)(F)F)c3)CC2)cc1
2	2	1.3	2	-2	1	8	-2	-3	CC(C)c1ccc(CN(C(=O)c2cc3ccccc3oc2=O)C2CCS(=O)(=O)C2)cc1 (centres undefined)
2	-6	-1.4	1	0	3	4	6	2	CC(Oc1cccc(Cl)c1)C(=O)N1CCN(c2ncccn2)CC1 (centres undefined)
-2	-3	-1.2	1	-5	10	3	6	1	Cc1ccc(NC(=O)CN2C(=S)NC(C)(C)CC2C)cc1Cl (centres undefined)
8	6	-2.4	1	6	3	1	1	-2	COc1ccccc1-c1cc(C(F)(F)F)nc(N2CCN(c3ccc(F)cc3)CC2)n1
-7	0	-1.5	-1	-11	-13	-1	1	10	O=C(c1ccc(-c2ccc(Cl)cc2Cl)o1)N1CCOCC1
-3	1	.	-5	8	4	2	-12	-2	O=C(CC[C@H]1O[C@@H](n2ccc(=O)[nH]c2=O)[C@H](O)[C@@H]1O)N[C@H](Cc1ccccc1)C(=O)NCC1CCCCC1
-8	0	-1.8	-1	2	-4	2	9	-1	CCOC(=O)c1[nH]c2ccc(OC)cc2c1NC(=O)c1ccccc1C(=O)O
-5	-4	-0.3	0	3	-4	0	4	-1	O=C(COC(=O)c1ccccn1)NCc1ccc(Cl)cc1Cl
-22	-2	3.0	-2	6	-4	3	3	1	Cn1c(SCC(=O)c2ccccc2)nc2cccnc21
-3	8	0.6	1	-3	-5	1	-2	3	CC(Sc1nc(-c2ccccc2)cc(C(F)(F)F)n1)C(=O)NCCN1CCOCC1 (centres undefined)
-7	-12	-1.7	-2	8	4	0	10	-4	Cc1nc(-c2coc3c(CN(C)C)c(O)ccc3c2=O)cs1
6	-5	-2.4	1	0	-6	2	-1	4	O=C(NCCN1C(=O)C2C3C=CC(C3)C2C1=O)N1CCCCC1 (centres undefined)
-1	.	.	0	7	-5	1	.	7	CC(C)NC(=O)C1(C)CN(S(C)(=O)=O)CC(=O)N1Cc1cccc(F)c1 (centres undefined)
-1	3	1.5	-2	-11	13	6	-2	-7	c1ccc(-c2cc(-c3nnc4sc(-c5ccccn5)nn34)[nH]n2)cc1
2	1	-3.7	1	-3	4	3	-1	-8	O=C(Nc1cccc(F)c1)c1ccc(S(=O)(=O)NCC2CCCO2)cc1 (centres undefined)
-12	-24	-1.9	1	6	-9	1	11	5	CCS(=O)(=O)N1CCN(Cc2ccccc2OC)CC1

A different layout for part of the listing above.
Values run as follows: M4 antag	M1 antag	CRFBP-R2 agonist	CHRM5 agonist	CHRM4 PAM	CHRM5 antagonist	M4 ag	M1 PAM	CHRM5 PAM
> COc1cccc(C(C(=O)NC2CCCC2)N(Cc2ccco2)C(=O)c2ccco2)c1OC (centres undefined)
 : -18	4	5.5	0	2	-1	7	5	-8
> COc1ccc(OCC(=O)NCCCNC(=O)COc2ccc(OC)cc2)cc1
 : -7	-6	-0.3	2	1	5	1	7	5
> O=C(c1ccc(-c2ccc(Cl)cc2Cl)o1)N1CCOCC1
 : -7	0	-1.5	-1	-11	-13	-1	1	10
> CCS(=O)(=O)N1CCN(Cc2ccccc2OC)CC1
 : -12	-24	-1.9	1	6	-9	1	11	5
> O=C(Nc1cccc(F)c1)c1ccc(S(=O)(=O)NCC2CCCO2)cc1 (centres undefined)
 : 2	1	-3.7	1	-3	4	3	-1	-8

Screening results (PubChem BioAssay)
